MT1-MMP act inh: MT1-MMP (human) activation inhibition | P50281 | HT1080 RFP-PRO-GFP cells, GFP/RFP ratio fluorescence, overnight; percent of plate control window, DMSO zero | GFP/RFP ratio change, % at 20 µM | actives 0.061% (n = 360,000) | AID 651647;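 active means GFP/RFP ratio change of at least 30% with cell ATP level not reduced by more than half and red fluorescence within 50% of control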; further: strong numbers were not always called active
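Assay system: HT1080 cells carrying an RFP-PRO-GFP reporter | Dosing: Single dose of 20 µM compound, 1% DMSO final | Incubation: Cells overnight before dosing, compound overnight, 37 °C, 5% CO2 | Evaluation: GFP/RFP fluorescence ratio | Control set: DMSO and RFP-L50D-GFP cell wells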
Rpn11 inh: inhibitors of human proteasome Rpn11. actives 0.59% (n = 360,000). human 26S proteasome, Ub4-pepOG fluorescence polarization; 20S core pre-blocked with epoxomicin. O00487. calls only at 20 µM;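 active means inhibition at 20 µM, scaled to each plate's controls, above about 33%, limit read from the data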
Target sequence (O00487 whole entry, looked up): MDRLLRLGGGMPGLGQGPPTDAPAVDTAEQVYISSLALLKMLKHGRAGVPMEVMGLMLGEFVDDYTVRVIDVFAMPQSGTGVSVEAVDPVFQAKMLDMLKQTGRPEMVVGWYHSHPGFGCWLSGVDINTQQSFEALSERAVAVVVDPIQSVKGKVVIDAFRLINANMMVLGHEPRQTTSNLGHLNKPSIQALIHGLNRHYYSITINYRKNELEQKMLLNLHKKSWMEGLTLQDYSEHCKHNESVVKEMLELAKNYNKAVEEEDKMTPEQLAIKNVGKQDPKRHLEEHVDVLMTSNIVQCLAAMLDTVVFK
MsrA act: bovine methionine sulfoxide reductase A activation; purified bovine MsrA, absorbance read-out; activation, % at 10.6 µM; actives 0.3% (n = 360,000); AID 602163; in the data active means activation above about 7.5%;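 further: 0% = vehicle and 100% = reference activator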
CSN deneddyl inh: CSN deneddylation inhibition; inhibition, % at 12.5 µM; Purified CSN, SCF-Nedd8-OG deneddylation, fluorescence polarization; AID 651999; actives 0.38% (n = 360,000);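 active means pattern-corrected inhibition above about 35%, with an unprinted fluorescence ratio check between 0.5 and 1.5, limit read from the data, passing the limit was not always enough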;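 further: 0% = enzyme with substrate and 100% = substrate without enzyme; some results filed as inactive read as strong as hits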
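Assay system: purified human Csn5 enzyme expressed in HEK293T cells; Input: 0.24 nM Csn5 enzyme, final concentration; Reagent: 10 nM SCFSkp2-Nedd8OG; Compound dosing: 12.5 µM single point; Times: reaction 90 min, room temperature; Technique: fluorescence polarization readout.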
eLon inh: inhibitors of E. coli Lon protease; inhibition, % at 7.94 µM; actives 0.42% (n = 360,000); purified E. coli Lon protease, fluorescence polarization; AID 602123; P0A9M0; in the data active means inhibition above about 13%, passing the limit was not always enough;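 further: 0% = enzyme with probe and DMSO and 100% = no enzyme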
Target sequence (P0A9M0 whole entry, looked up): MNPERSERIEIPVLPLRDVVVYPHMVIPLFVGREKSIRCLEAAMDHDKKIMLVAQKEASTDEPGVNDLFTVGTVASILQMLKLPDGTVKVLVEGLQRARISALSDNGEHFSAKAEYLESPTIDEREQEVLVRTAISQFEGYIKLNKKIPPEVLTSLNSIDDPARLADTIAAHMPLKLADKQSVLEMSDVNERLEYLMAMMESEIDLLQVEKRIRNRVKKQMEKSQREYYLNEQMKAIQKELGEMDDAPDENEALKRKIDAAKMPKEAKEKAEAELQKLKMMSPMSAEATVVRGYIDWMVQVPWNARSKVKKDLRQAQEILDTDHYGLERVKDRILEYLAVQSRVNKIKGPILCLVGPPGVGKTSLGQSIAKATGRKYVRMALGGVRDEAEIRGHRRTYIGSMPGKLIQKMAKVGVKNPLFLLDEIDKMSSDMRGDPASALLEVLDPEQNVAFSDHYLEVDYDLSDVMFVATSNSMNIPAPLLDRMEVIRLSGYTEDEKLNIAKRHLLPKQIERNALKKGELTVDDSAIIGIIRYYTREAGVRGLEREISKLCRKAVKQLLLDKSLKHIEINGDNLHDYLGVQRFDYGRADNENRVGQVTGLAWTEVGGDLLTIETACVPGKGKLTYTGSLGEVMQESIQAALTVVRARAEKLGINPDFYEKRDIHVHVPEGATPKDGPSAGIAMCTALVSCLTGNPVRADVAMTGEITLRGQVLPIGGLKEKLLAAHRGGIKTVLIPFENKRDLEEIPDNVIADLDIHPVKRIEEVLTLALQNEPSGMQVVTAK
MsrA inhibitor: inhibits bovine methionine sulfoxide reductase A. inhibition, % at 15.5 µM. AID 651718. purified bovine MsrA, absorbance read-out. actives 0.75% (n = 360,000); in the data active means inhibition above about 4.5%;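 further: 0% = vehicle wells with enzyme and 100% = reference inhibitor wells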
Rin1-Abl PPI inh: inhibitors of human Rin1-Abl protein interaction | P00519+Q13671 | TR-FRET Rin1/Abl binding, biochemical | inhibition, % at 7.35 µM | actives 0.4% (n = 360,000) | AID 588664; in the data active means inhibition above about 5%, passing the limit was not always enough
PABP1 MLLE inh: inhibitors of microRNA-mediated deadenylation, human PABP1 MLLE binding; GST-MLLE / FITC-PAM2 fluorescence polarization; P11940; inhibition, % at 20 µM; AID 588489; actives 0.36% (n = 360,000); in the data active means inhibition above about 35%, passing the limit was not always enough;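 further: plate controls were DMSO wells with GST-MLLE for no effect and wells lacking GST-MLLE protein for full effect; some results filed as inactive read as strong as hits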
FAS-TE inh: FAS thioesterase (human) inhibition; actives 0.67% (n = 360,000); AID 602261; inhibition, % at 15 µM; P49327; recombinant FAS-TE, OMFH fluorogenic substrate, fluorescence endpoint;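 active means compounds whose normalised, plate-corrected inhibition of enzyme fluorescence in the single-dose primary screen is 50% or more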;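 further: 0% = DMSO with enzyme and 100% = substrate without enzyme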
* marks the source's active call; other numbers are inactive results; i = inactive; . = no result given.

entry	Compound	MT1-MMP act inh	Rpn11 inh	MsrA act	CSN deneddyl inh	eLon inh	MsrA inhibitor	Rin1-Abl PPI inh	PABP1 MLLE inh	FAS-TE inh
1	Cc1ccc(NC(=O)CCc2nnc3ccc(N4CCOCC4)nn23)cc1C	-1	i	-9	-2	-6	0.5	-4	3	-4
2	CCCCCCCCNC(=O)/C(C#N)=C/c1ccc2c(c1)OCCO2	-2	i	-9	2	-7	-0.5	3	-6	10
3	CCC(C)c1ccccc1OCCn1ccnc1 (configuration not stated)	4	i	-1	-6	-9	-0.6	0	8	-7
4	CCOC(=O)c1cnc2c(OC)cccc2c1N1CCN(c2ccccn2)CC1	7	i	-4	-1	-1	2.0	-4	1	14
5	Cc1c(NC2=NC3(CCCCC3)Cc3ccccc32)c(=O)n(C)n1-c1ccccc1	0	i	3	-4	3	-0.3	0	-24	0
6	Oc1nc(Nc2cccc(Cl)c2)sc1/C=C1\C=Nc2ccccc21	-4	i	-3	4	-10	1.3	-3	-22	13
7	COc1ccc(C(=O)/C=C(\C)NCc2ccc3c(c2)OCO3)cc1	3	i	4	0	0	0.8	-1	3	5
8	CCCN(CC(=O)Nc1ccc(NC(C)=O)cc1)CC(=O)Nc1ccc(F)c(F)c1F	6	i	-3	-1	-15	1.2	-2	-11	2
9	CCOc1ccc(NC(=O)CCC(=O)NNC(=O)Nc2cccc(Cl)c2)cc1	-3	i	-10	-10	5	-1.5	0	-3	-9
10	COc1ccc(S(=O)(=O)N(CCc2ccccc2)CC(N)=O)cc1	-2	i	-10	-15	0	0.2	2	6	-3
11	CCOC(=O)c1sc(-c2ccccn2)nc1C	-3	i	-3	-2	3	2.3	0	18	-5
12	Cc1ccc2c(c1)C(O)(CC(=O)c1ccc3c(c1)OCO3)C(=O)N2 (configuration not stated)	3	i	-6	-8	-7	-0.7	-3	-5	-6
13	O=C(NCCN1CCN(c2ccccc2)CC1)c1ccc2c(c1)[nH]c(=S)n1c3ccccc3nc21	4	i	-2	-4	4	0.8	-4	-105	2
14	Cc1ccc(C)c(NC(=O)CNS(=O)(=O)c2ccccc2)c1	12	i	-8	-1	4	-0.1	2	-4	-2
15	CCCCC1CN2CCc3c([nH]c4ccccc34)C2(C)C1 (configuration not stated)	-1	i	0	-2	-2	-1.6	-2	-11	-2
16	Cc1cc(C)c2c(N)c(C(=O)Nc3cccc(C)c3C)sc2n1	-1	i	6	-1	3	-1.1	0	12	5
17	CCn1c(=NC(=O)COc2ccccc2)sc2cccc(F)c21	-4	i	-1	-4	-7	-0.8	-4	6	6
18	CCOc1ccc(NC(=O)CNC(=O)c2ccc([N+](=O)[O-])cc2)cc1	1	i	0	2	-4	-2.4	-1	8	1
19	CC(C)(C)c1ccc(OCCCNC2CCCC2)cc1	3	i	0	0	0	-0.5	8	-7	-2
20	Cc1cc(O)cc2c(=O)c3ccccc3sc12	-3	i	3	3	6	0.3	2	22	4
21	COc1ccc(-n2c3c(cc(C(=O)NNc4ccccc4C)c2=O)C(=O)CC(C)(C)C3)cc1	0	i	-3	-2	6	0.4	2	7	9
22	CCOc1cc(S(=O)(=O)N(CC)CC)c(OCC)cc1-n1cnnn1	3	i	-8	0	-10	25*	4	1	-2
23	Clc1ccccc1Cn1nc(-c2ccccc2)nc1-c1ccccc1	-3	i	1	-7	-7	-0.5	-1	-8	22
24	COCCCNc1ccn2nc(-c3ccc(OCCN4CCOCC4)cc3)cc2n1	3	i	-2	5	-11	0.5	-2	-3	-14
25	CCCCC(=O)Nc1nnc(SCC(=O)Nc2ccc(OC)cc2)s1	5	i	-3	5	-6	-1.8	-1	-9	-8
26	CC(/C=N/Nc1nnc2c(n1)[nH]c1ccccc12)=C\c1ccco1	4	i	-2	-5	-1	.	-4	2	-6
27	COc1ccc(S(=O)(=O)Nc2cc(Sc3ncn[nH]3)c(O)cc2C)cc1	1	i	-2	-3	-3	-0.4	0	7	-14
28	Cc1ccc(-c2cn(-c3ccc(OC(F)F)cc3)c3[n+]2CCCCC3)cc1	8	i	-6	7	-3	0.2	-3	13	-5
29	C=Cn1c(N2CCOCC2)nc2c1c(=O)[nH]c(=O)n2C	3	i	-2	4	-4	0.1	0	8	0
30	CCOC(=O)C1CCCCN1Cc1cccc(F)c1 (configuration not stated)	4	i	-4	-2	-6	0.1	1	6	-4
31	O=C(Nc1ccnn1C1CCN(C(=O)c2cccc(Cl)c2)CC1)C1CC1	0	i	0	-1	-2	1.5	3	6	-6
32	CCOC(=O)C1=NOC(Cn2cc(C(C)=O)c(=O)[nH]c2=O)C1 (configuration not stated)	-7	i	-2	-2	3	-0.9	0	20	-1
33	COc1ccc(NC(=O)NC2(C(=O)N3CCOCC3)CCCCC2)cc1	4	i	-1	3	6	-0.1	0	-10	-9
34	Cn1c(SCc2ccccc2Cl)nnc1-c1cnccn1	1	i	-7	-2	0	0.8	-2	2	-8
35	CC1Sc2ccc(S(=O)(=O)N3CCC(C(=O)NCCc4ccccc4)CC3)cc2NC1=O (configuration not stated)	5	i	-2	4	8	-1.0	-1	-4	0
36	C=CCSc1nc2sc3c(c2c(=O)n1CC)CCc1ccccc1-3	3	i	-5	8	-10	0.7	2	26	16
37	CC(C)Cc1ccc(CN2CCCC(NC(=O)c3cccc(-n4cnnc4)c3)C2)cc1 (configuration not stated)	7	i	-1	-2	-1	1.9	1	0	6
38	COc1cc(C(=O)NCC(=O)N/N=C/c2cccnc2)cc(OC)c1OC	4	i	-3	4	1	-0.5	-1	2	-5
39	O=[N+]([O-])c1cccnc1Oc1ccc(C2SCCS2)cc1	0	i	2	-4	-5	0.0	0	21	38
40	Cc1ccc(NC(=O)C2CC=CCC2C(=O)N2CCCCC2)cc1 (configuration not stated)	2	i	-1	-1	-7	-1.1	5	-2	-14
41	COCC(=O)Oc1c(S(=O)(=O)c2ccc(C)cc2)c(C)nn1-c1ccccc1	-1	i	-12	-2	-13	1.1	-5	1	-7
42	CN(C)S(=O)(=O)n1cc(/C=C(\NC(=O)c2ccccc2F)C(=O)N2CCCC2)c2ccccc21	2	i	-2	1	5	1.0	-8	3	14
43	CCOCCCNC(=O)Cn1cc2c(n1)CCCC2	0	i	-2	-6	-2	-0.1	-2	-8	1
44	CSc1nc(C)cc(C)c1S(=O)(=O)c1ccccc1C	-2	i	-2	-2	-6	-0.3	-2	10	14
45	O=C(Cn1cnc2c(oc3nc4c(cc32)CCCC4)c1=O)Nc1cccc(Cl)c1	1	i	-5	5	-8	-0.2	-7	-14	-4
46	Cc1cccc(Sc2c(C=O)c3ccccc3n2C)c1	-9	i	-2	1	-3	0.9	3	-14	24
47	C=CCNC(=O)c1ccc(S(=O)(=O)CC)c(Cl)c1Cl	-6	i	-4	16	-2	0.3	0	-1	-4
48	COc1ccc(S(=O)(=O)N2CCN(Cc3cc(OC)c(OC)cc3OC)CC2)cc1	2	i	-3	2	-3	0.5	-1	2	3

Part of the list above, field by field:
47: C=CCNC(=O)c1ccc(S(=O)(=O)CC)c(Cl)c1Cl
  MT1-MMP act inh: -6
  Rpn11 inh: i
  MsrA act: -4
  CSN deneddyl inh: 16
  eLon inh: -2
  MsrA inhibitor: 0.3
  Rin1-Abl PPI inh: 0
  PABP1 MLLE inh: -1
  FAS-TE inh: -4
48: COc1ccc(S(=O)(=O)N2CCN(Cc3cc(OC)c(OC)cc3OC)CC2)cc1
  MT1-MMP act inh: 2
  Rpn11 inh: i
  MsrA act: -3
  CSN deneddyl inh: 2
  eLon inh: -3
  MsrA inhibitor: 0.5
  Rin1-Abl PPI inh: -1
  PABP1 MLLE inh: 2
  FAS-TE inh: 3

Other entries:
entry	Compound	MT1-MMP act inh	Rpn11 inh	MsrA act	CSN deneddyl inh	eLon inh	MsrA inhibitor	Rin1-Abl PPI inh	PABP1 MLLE inh	FAS-TE inh
49	C=CCSc1nc(N)c(C#N)c(-c2ccc(C)cc2)c1C#N	7	i	-7	0	-9	-1.2	0	-9	14
50	O=C(CCCN1C(=O)/C(=C/c2ccco2)SC1=S)Nc1ccccc1	12	i	-9	13	-20	0.1	-1	-3	14
51	O=C(CN1C(=O)c2ccccc2C1=O)Nc1ccc(N2CCOCC2)cc1	2	i	-5	3	-9	-1.1	-1	-8	-7
52	CCN(CC)S(=O)(=O)c1cccc(N=Nc2sc(N)nc2C)c1	7	i	-3	-5	5	-1.3	-3	-3	-10
53	COc1cccc(C(=O)N2CCN(C3CCCCC3)CC2)c1	0	i	-2	3	2	-0.7	2	0	-7
54	CCCCC(=O)Nc1ccc(C(=O)NCCc2ccccc2)cc1	10	i	-5	-2	5	-0.5	-1	4	-8
55	C/C(=N\NC(=O)c1c(Br)c(C)nn1C)c1ccc(NC(=O)C(C)Oc2ccc(Cl)cc2C)cc1 (configuration not stated)	2	i	-8	4	0	0.2	0	-11	16
56	COc1ccccc1N1CCN(C(=O)C(Sc2ccccc2)c2ccccc2)CC1 (configuration not stated)	-15	i	1	-2	-8	0.2	1	6	21
57	O=C(C1=C(O)C(=O)N(CCN2CCOCC2)C1c1ccncc1)c1ccco1 (configuration not stated)	4	i	-6	3	-7	1.8	-5	3	-12
58	COc1ccc(NC(=O)N[C@@H](Cc2ccccc2)C(=O)NN)cc1	-2	i	7	1	-7	-0.3	4	-19	-3
59	Cc1ccccc1CNC(=O)c1ccccc1SCC(=O)NCc1ccco1	1	i	-2	-3	-12	0.9	0	7	-5
60	CCOC(=O)c1c(NC(=O)Nc2cccc(Cl)c2)sc(C)c1C	-5	i	-2	5	-6	-0.2	-6	21	3
61	Cc1cccc(-c2n[nH]c(=S)n2/N=C/c2ccc(C)o2)c1	4	i	0	-1	-13	2.3	-1	-17	-4
62	C=CCSc1ncccc1C(=O)O	-1	i	-2	0	11	2.0	-2	15	-6
63	CCC(c1nnnn1CCc1ccccc1)N(Cc1ccco1)Cc1cc2cccc(C)c2[nH]c1=O (configuration not stated)	-6	i	-1	4	5	1.9	-1	-14	7
64	CCOC(=O)[C@@H]1[C@H]2COc3ccccc3[C@H]2N2C(=O)N(c3cccc(Cl)c3)C(=O)[C@]12C	5	i	0	-3	-3	-1.0	1	0	25
65	O=C(Nc1nnc(C2CC2)o1)c1ccc(S(=O)(=O)N2CCCc3ccccc32)cc1	-1	i	-1	-1	0	-0.5	-7	12	6
66	COc1ccc(-n2cc(CNC3CCN(C)CC3)c(-c3cccc(F)c3)n2)cc1	5	i	-11	-1	-9	-0.5	-1	4	-4
67	COC(=O)c1cc(Br)ccc1NC(=O)Nc1ccccc1	3	i	-4	-1	-1	-0.4	0	-10	-4
68	O=C(O)c1cc(CN2CCOCC2)oc1-c1ccccc1	-4	i	1	-6	-12	-0.6	3	-6	-9
69	O=C(c1ccc2c(c1)OCO2)N1CCC2(CC1)Oc1ccc(F)cc1C(=O)C21CC(c2ccccc2)=NO1 (configuration not stated)	-8	i	-1	-4	6	1.1	2	-1	67*
70	CC1CCCCC12NC(=O)N(CC(=O)Nc1ccc(S(=O)(=O)Nc3ncccn3)cc1)C2=O (configuration not stated)	.	i	-4	-3	6	0.2	1	-8	-6
71	Cc1cccc(N(Cc2ccccc2)C(=O)C2CCN(C(=O)c3ccccc3C)CC2)c1	-4	i	-10	-3	4	-0.9	1	10	5
72	COC(=O)/C=C1\N/C(=N\c2nc(C)cc(C)n2)N(c2ccccc2)C1=O	-1	i	-7	2	8	1.2	-3	-3	-9
73	CCc1ccc(NC(=O)CCS(=O)(=O)c2ccc(Cl)cc2)cc1	2	i	-4	1	0	0.1	0	2	8
74	COc1ccc(-n2nc3c(N4CCC(C(=O)NCC(C)c5ccccc5)CC4)nnc(C)c3c2C)cc1 (configuration not stated)	-2	i	1	7	-22	1.0	-3	-30	0

From PubChem
